CHT inh: inhibitors of human choline transporter CHT; Q9GZV3; CHT-expressing cells, membrane potential dye, choline response; hits give low values; B-score at 10 µM; hit rate 0.86% among 310,000; AID 488975;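 active = B-score over 3 SD under the library average, and starting fluorescence ratio not unusually high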;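 also: choline stimulus applied at its EC90 after an EC20 pre-addition; B-score computed on integrated fluorescence ratio after choline addition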
Target sequence (Q9GZV3 whole entry, looked up): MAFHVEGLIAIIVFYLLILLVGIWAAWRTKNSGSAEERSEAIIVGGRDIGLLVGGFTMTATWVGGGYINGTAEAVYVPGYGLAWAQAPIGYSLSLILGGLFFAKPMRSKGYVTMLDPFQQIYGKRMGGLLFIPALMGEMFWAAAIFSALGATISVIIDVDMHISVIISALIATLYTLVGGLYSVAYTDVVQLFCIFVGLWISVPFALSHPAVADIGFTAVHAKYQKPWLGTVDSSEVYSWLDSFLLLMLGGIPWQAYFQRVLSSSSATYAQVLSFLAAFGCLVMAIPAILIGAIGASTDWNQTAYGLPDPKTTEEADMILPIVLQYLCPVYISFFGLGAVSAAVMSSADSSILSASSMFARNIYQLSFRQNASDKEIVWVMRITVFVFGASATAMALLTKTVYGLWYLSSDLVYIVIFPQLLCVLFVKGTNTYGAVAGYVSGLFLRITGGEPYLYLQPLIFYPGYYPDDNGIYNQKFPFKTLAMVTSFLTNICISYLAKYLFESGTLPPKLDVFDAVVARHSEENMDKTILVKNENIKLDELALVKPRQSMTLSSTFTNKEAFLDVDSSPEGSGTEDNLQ
CHT PAM: allosteric activators of human choline transporter CHT. CHT-expressing cells, membrane potential dye, choline EC20; hits give high values; LV-AA mutant CHT in HEK293 cells. B-score at 10 µM. hit rate 0.49% among 310,000;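 active = initial fluorescence not abnormally high and integrated response B-score, plate-corrected, over 3 SD above library mean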
STK33 inh: inhibitors of human STK33 kinase | hit rate 0.073% among 320,000 | purified STK33, MBP phosphorylation, ADP-Glo luminescence | Q9BYT3 | AID 2661 | inhibition, % at 10 µM;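 active = inhibition at or above 25%, using the most active replicate where run in duplicate; inactive = inhibition below 25%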
Target sequence (Q9BYT3 whole entry, looked up): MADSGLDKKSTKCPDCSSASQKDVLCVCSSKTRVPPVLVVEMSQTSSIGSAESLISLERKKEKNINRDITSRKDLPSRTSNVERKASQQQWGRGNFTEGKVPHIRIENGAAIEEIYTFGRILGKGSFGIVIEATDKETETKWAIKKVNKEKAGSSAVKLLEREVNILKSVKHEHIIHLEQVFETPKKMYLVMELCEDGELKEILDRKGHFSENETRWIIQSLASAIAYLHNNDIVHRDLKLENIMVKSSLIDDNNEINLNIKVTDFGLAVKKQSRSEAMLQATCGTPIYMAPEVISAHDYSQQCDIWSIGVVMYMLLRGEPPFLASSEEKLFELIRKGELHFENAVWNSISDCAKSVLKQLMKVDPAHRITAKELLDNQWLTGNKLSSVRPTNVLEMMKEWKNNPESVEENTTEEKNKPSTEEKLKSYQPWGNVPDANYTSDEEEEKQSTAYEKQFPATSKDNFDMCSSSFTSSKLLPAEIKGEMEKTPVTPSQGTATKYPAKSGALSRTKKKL
The depositor's hits bear a star; i = inactive; / = no result given.

Order of results – CHT inh | CHT PAM | STK33 inh
CCCNS(=O)(=O)c1ccc(OCC(=O)N2CCN(c3ccccc3)CC2)cc1
→ i | i | -0.6
CCCCCn1c(=O)[nH]c2cc(C(=O)NCc3ccc4c(c3)OCO4)ccc2c1=O
→ i | i | -0.7
Cc1cccc(OCC(=O)N(Cc2ccc(C)o2)C2CCS(=O)(=O)C2)c1 (stereo not given)
→ i | i | 1.0
COc1ccc(S(=O)(=O)n2nc(OC(=O)c3c(-c4ccccc4Cl)noc3C)cc2N)cc1
→ i | i | -0.9
CCOCCc1nnc(NC(=O)c2cc(OC)c(OC)cc2[N+](=O)[O-])s1
→ i | i | -0.7
CN(CC(=O)NC(c1ccccc1)c1ccccc1)Cc1nc2ccccc2c(=O)[nH]1
→ i | i | -2.8
C=C1c2cc(CC)ccc2NC(=O)N1c1ccc(C)cc1
→ i | i | -1.2
CCc1ccccc1-n1cnc2cc(C(=O)O)ccc21
→ i | i | -1.1
CCOC(=O)CN(c1ccccn1)S(=O)(=O)c1ccc(OC)cc1
→ i | i | -1.5
Cc1ccc2oc(=O)c3cnn(CC(=O)NCCc4ccsc4)c3c2c1
→ i | i | -0.6
COc1cccc(CN(C(=O)COc2ccccc2[N+](=O)[O-])C2CCS(=O)(=O)C2)c1 (stereo not given)
→ i | i | 0.8
CC(C)c1nc(N2CCN(C(=O)c3ccco3)CC2)c(C#N)c2c1COC(C)(C)C2
→ i | 6.64* | 2.2
Cc1nc(CCNC(=O)C2CCC(=O)N(CCc3cccc(F)c3)C2)sc1C (stereo not given)
→ i | i | -0.2
CCOc1ccc(NC(=S)NC(=O)/C=C/c2ccc(OC)cc2)c([N+](=O)[O-])c1
→ i | i | 1.0
COC(=O)C1=C(C(=O)c2ccc(C)cc2)C(c2ccccc2)n2nnnc2N1 (stereo not given)
→ i | i | -0.8
C/C(CC(=O)Nc1ccccn1)=N\NC(=O)c1ccc2ccccc2c1
→ i | i | -1.2
CN(Cc1c(C(=O)N/N=C/c2ccc(O)cc2)nnn1-c1nonc1N)c1ccccc1
→ i | i | 6.3
CCOc1ccc(CCNS(=O)(=O)c2cc3c(cc2C)NC(=O)CO3)cc1OCC
→ i | i | 0.1
COc1ccccc1OC(C)C(=O)Nc1ccc(S(=O)(=O)Nc2nccs2)cc1 (stereo not given)
→ i | i | -0.2
CCOC(=O)c1c(C)[nH]c(C(=O)OCC(=O)Nc2cc(C)c(Cl)cc2OC)c1C
→ i | i | 0.7
COc1cc2cc(Oc3ccc4ccc(=O)oc4c3)c(=O)oc2cc1OC(C)=O
→ i | i | -0.6
CCCCNC(=O)/C(C#N)=C/c1cccnc1
→ i | i | 1.4
CCCC(=O)NC(=S)Nc1ccc(N2CCN(C(=O)c3cccs3)CC2)cc1
→ i | i | -0.6
O=C(/C=C/c1ccc(Br)cc1)NC(=S)NNC(=O)c1ccco1
→ i | i | -0.9
COc1ccc(C(=O)NCc2ccc(S(N)(=O)=O)cc2)cc1[N+](=O)[O-]
→ i | i | -1.3
Cc1ccccc1-c1nc(-c2ccc(NC(=O)c3cccs3)cc2)no1
→ i | i | -3.8
Cc1ccc(C(=O)Nc2cccc(C(F)(F)F)c2)cc1NC(=O)c1ccno1
→ i | i | 1.0
CCOC(=O)N1CCC(N2C(=O)c3ccccc3C2Nc2cccnc2)CC1 (stereo not given)
→ i | i | 0.6
O=C(COC(=O)COc1ccc(Cl)cc1)NCc1cccs1
→ i | i | -0.5
Cc1ccsc1C(=O)NCCc1c[nH]c2ccccc12
→ i | i | -1.0

More compounds:
Order of results – CHT inh | CHT PAM | STK33 inh
CCOC(=O)[C@@H]1[C@H]2COc3ccc(Br)cc3[C@H]2N2C(=O)N(c3cccc(Cl)c3)C(=O)[C@]12C
→ i | i | 0.9
Cc1cc(N=CC2=C(O)CCCC2=O)no1
→ i | i | -1.3
COc1ccc2c(c1)c1nnc(SC)nc1n2C
→ i | i | -0.1
CCCCC1=CC2=CC(=O)C(C)(OC(=O)c3ccco3)C(=O)C2=CO1 (stereo not given)
→ i | i | 0.2
CN=c1oc2ccc(Cl)cc2cc1C(N)=O
→ i | i | -1.5
CCOC(=O)C1(Cc2cccc(OC)c2)CCCN(C(=O)c2ccccc2C)C1 (stereo not given)
→ i | i | -3.0
CCOC(=O)N1CCN(CC(=O)Nc2c(C(=O)OC)[nH]c3cccc(Cl)c23)CC1
→ i | i | -0.8
Cc1cc(C)cc(NC(=S)NCc2ccncc2)c1
→ i | i | -2.3
COC(=O)c1[nH]c2cc(C)ccc2c1NC(=O)CN1CCCc2ccccc21
→ i | i | -0.3
CSc1cccc(NC(=S)NC(=O)c2cccnc2)c1
→ i | i | -0.7
COC(=O)CSc1nnc(CNC(=O)c2ccc(S(=O)(=O)N3CCOCC3)cc2)n1C
→ i | i | 6.4
Cc1ccc(C(C)C)c(OCC(=O)NNC2=CC(=O)CC(C)(C)C2)c1
→ i | i | -6.1
COc1ccc(NC(=O)CSc2nc3[nH]ncc3c(=O)[nH]2)c(OC)c1
→ i | i | -2.5
COC(=O)C1=C(C)Nc2nnnn2C1c1cccs1 (stereo not given)
→ i | i | -0.9
Cc1cccc(-n2ccnc2CN2CCN(C3CCCC3)C(CCO)C2)c1 (stereo not given)
→ i | i | -1.6
Cn1nc(C(=O)NC2CCCN(Cc3ccccc3F)C2)c2ccccc2c1=O (stereo not given)
→ i | i | -0.6
Cc1ccc(-c2nc3ccccc3c(=O)n2NC(=O)COc2ccccc2)cc1
→ i | i | -1.1
CCCC1Cc2c(sc(N)c2C#N)CO1 (stereo not given)
→ i | i | -1.3
CC(=O)C1=C(O)C(=O)N(c2ccc(S(N)(=O)=O)cc2)C1c1cccc([N+](=O)[O-])c1 (stereo not given)
→ i | i | -1.5
CCc1nc2c(oc3ccccc32)c(=O)[nH]1
→ i | i | 0.1
O=C(c1cccnc1)N1CCN(c2ccc([N+](=O)[O-])cc2Cl)CC1
→ i | i | -3.3
O=C(CSc1ncccn1)N1CCCC1
→ i | i | 0.3
COc1ccc(C2C=C(C)Nc3nc4ccccc4n32)cc1 (stereo not given)
→ i | i | 4.5
COc1ccc(-c2nc(N)n(C(=O)Cc3ccccc3)n2)cc1
→ i | i | -0.8
CC1(C)CC(=O)C=C(NC2CCCCCC2)C1
→ i | i | -0.1
CC[n+]1ccc(/C=C/c2c[nH]c3ccccc23)cc1
→ i | i | -0.1
CN(C(=O)c1ccco1)c1nnc(C23CC4CC(CC(C4)C2)C3)s1
→ i | i | -2.2
CCN1C(=O)[C@H]2[C@@H](c3ccccc3)N3C(=O)N(c4cccc(F)c4)C(=O)[C@@]3(CC(C)C)[C@H]2C1=O
→ i | i | -2.5
N#Cc1ccsc1NC(=O)C1CCN(C(=O)c2ccc(Cl)cc2)CC1
→ i | i | -1.8
O=C(/C=C/c1cccc([N+](=O)[O-])c1)NCc1ccco1
→ i | i | -0.3

Continuation.
Order of results – CHT inh | CHT PAM | STK33 inh
Cc1ccc(NCC(=O)N/N=C/c2cc3ccccc3nc2Cl)cc1
→ i | i | /
CCc1cc2cc(C)ccc2nc1SCC(=O)NNC(=O)c1ccco1
→ i | i | -0.6
CC(OC(=O)CCCN=C1NS(=O)(=O)c2ccccc21)C(=O)Nc1ccccc1[N+](=O)[O-] (stereo not given)
→ i | i | /
COc1ccc(C(=O)Nc2cccc3c2CCCC3)cc1OC
→ i | i | -1.0
CC(=O)N/N=C/c1cc(C(C)(C)C)cc(/C=N/NC(C)=O)c1O
→ i | 8.42* | 0.2
COc1cc2c(cc1OC)CC(C(=O)NCc1ccccc1)NC2 (stereo not given)
→ i | i | 1.7
CC(C)c1nnc(NC(=O)CCC(=O)NCc2cccs2)s1
→ i | i | -1.3
CCC(C)NS(=O)(=O)c1ccc(S(=O)(=O)N(CC(=O)Nc2ccccc2)Cc2ccco2)cc1 (stereo not given)
→ i | i | 4.9
COc1ccc(-c2cc(C(=O)N3CCN(S(=O)(=O)c4ccccc4)CC3)[nH]n2)cc1
→ i | i | 1.2
CC(C)C(=O)Nc1ccc(C(=O)Nc2nnc(C(C)(C)C)s2)cc1
→ i | i | 0.2
Cc1cccc(OCCCCCn2ccnc2)c1C
→ i | i | 0.5
NS(=O)(=O)c1ccc(NC(=S)NC(=O)/C=C/c2ccco2)cc1
→ i | i | 1.5
FC(F)(F)c1cccc(CNc2ncccc2-c2nc3cc(Cl)ccc3o2)c1
→ i | i | -0.6
CS(=O)(=O)N(CC(=O)NCc1ccncc1)c1ccc(Cl)c(Cl)c1
→ i | i | -0.7
Cc1ccccc1CN1[C@@H]2c3ccccc3C[C@@H]2OCCS1(=O)=O
→ i | i | -1.2
CCc1ccc(NC(=O)CN2CCC(C(=O)c3ccc(OC)cc3)CC2)cc1
→ i | i | -1.1
NS(=O)(=O)c1cccc(NC(=O)Cn2cc(C(F)(F)F)cc(Cl)c2=O)c1
→ i | i | 1.2
Cc1nc2ccc(NC(=O)c3ccc(F)c(S(=O)(=O)N4CCOCC4)c3)cc2s1
→ i | i | -0.7
O=S(=O)(c1cccc(-c2n[nH]c(=S)o2)c1)N1CCOCC1
→ i | i | -0.6
CN(C)CCNC(=O)CNC(=S)N(Cc1ccccc1)Cc1cccnc1
→ i | i | -0.3
O=C(Nc1ccccc1)c1ccc(-c2ccccc2Cl)o1
→ i | i | 0.5
Cc1cc[n+](-c2nc3ccccc3nc2C(=C=[N-])C#N)cc1
→ i | i | -1.4
COc1cc(SC)ccc1C(=O)OC(C)C(=O)Nc1ccc(NC(C)=O)cc1 (stereo not given)
→ i | i | 1.7
CN(C)CCCNCC(=O)c1c(-c2ccccc2)n(C)c2ccccc12
→ i | i | 0.4
C/C(=N/Nc1nc(C)c(C)s1)c1cccc([N+](=O)[O-])c1
→ i | i | -0.4
CC1=C(C(=O)Nc2cc(C(=O)NCCCOC(C)C)ccc2C)SCCO1
→ i | i | -1.3
Cc1ccc(S(=O)(=O)CC(=O)c2ccc3c(c2)OCCO3)cc1
→ i | i | -0.1
CSc1ccccc1NC(=O)CN1CCN(c2ccccn2)CC1
→ i | i | -0.5
CCOC(=O)CC(=O)CSc1ccc2nnc(-c3ccc(F)cc3)n2n1
→ i | i | -1.3
COc1cccc(NC(=O)CSc2nnc(-c3ccc(C)cc3)o2)c1
→ i | i | -0.4

Later entries
Order of results – CHT inh | CHT PAM | STK33 inh
CCN(CC)CCCn1c(C)cc2c(c1=O)C(c1ccc(OC)c(OC)c1OC)C(C#N)=C(N)O2 (stereo not given)
→ i | i | -1.1
O=C(O)c1ccc(Nc2c3ccccc3nc3ccccc23)cc1
→ i | i | 16.2
O=C(N/N=C/c1ccccc1)c1ccc(N2CCCC2=O)cc1
→ i | i | 0.1
Cn1c(=O)c2c(nc(N3CCN(Cc4ccccc4)CC3)n2CCCc2ccccc2)n(C)c1=O
→ i | i | -1.3
CCOc1ccc(NC(=O)C2CCCN2S(=O)(=O)c2ccc(OCC)cc2)cc1 (stereo not given)
→ i | i | 1.5
CCCC(=O)Nc1ccc(-c2csc(-c3cccnc3)n2)cc1
→ i | i | 6.9
CCC1CCCCN1C(=O)CSc1nnc(-c2cccc(Cl)c2)o1 (stereo not given)
→ i | i | 0.4
O=C1Nc2ccccc2/C1=N\N=C\c1ccc(O)c(O)c1
→ i | i | 24.8
CCOC(=O)C1(Cc2ccc(OC)cc2)CCN(C(=O)CN2CCOC2=O)CC1
→ i | i | -0.7
COc1ccccc1N1CCN(C(=O)/C=C/c2c(Cl)nc3ccccn23)CC1
→ i | i | -1.0
COCCCN1C(=O)c2ccc(C(=O)NCc3ccccn3)cc2C1=O
→ i | i | 1.3
O=C(c1cccn2c(=O)c3cc(Cl)ccc3nc12)N1CCN(Cc2ccc3c(c2)OCO3)CC1
→ i | i | -0.5
COc1ccccc1N1CCN(C(=O)CCn2c(=O)[nH]c3ccsc3c2=O)CC1
→ i | i | -2.7
O=C(CC1SC(=O)N(Cc2ccccc2Cl)C1=O)Nc1nccs1 (stereo not given)
→ i | i | -1.1
Cc1ccc(CN2C(=O)CCC2C(=O)NCC2CCCO2)cc1 (stereo not given)
→ i | i | -0.3
Cc1cc(C)n(-c2nnc(C)n2NS(C)(=O)=O)n1
→ i | i | -3.3
Cn1c(SCc2ccc(C#N)cc2)nnc1-c1ccccc1
→ i | i | -0.7
Cc1cc(C)n(CC(=O)c2ccc(Br)cc2)c(=O)c1C#N
→ i | i | /
Cc1ccc(/C(N)=N/OC(=O)c2cccc(Cn3cc(C(F)(F)F)ccc3=O)c2)cc1
→ i | i | -0.3
COc1ccc(C(C)=O)cc1CSc1nnc(-c2ccc(Cl)cc2)n1-c1ccccc1
→ i | i | -1.4

Part of the list above in order of number of heavy atoms, falling.
Order of results – CHT inh | CHT PAM | STK33 inh
Cn1c(=O)c2c(nc(N3CCN(Cc4ccccc4)CC3)n2CCCc2ccccc2)n(C)c1=O
→ i | i | -1.3
Cc1ccc(CN2C(=O)CCC2C(=O)NCC2CCCO2)cc1 (stereo not given)
→ i | i | -0.3
Cn1c(SCc2ccc(C#N)cc2)nnc1-c1ccccc1
→ i | i | -0.7

5 compounds from above, limited to CHT inh.
smiles	CHT inh
COc1ccc(C2C=C(C)Nc3nc4ccccc4n32)cc1 (stereo not given)	i
CCCNS(=O)(=O)c1ccc(OCC(=O)N2CCN(c3ccccc3)CC2)cc1	i
CCOc1ccc(NC(=S)NC(=O)/C=C/c2ccc(OC)cc2)c([N+](=O)[O-])c1	i
NS(=O)(=O)c1cccc(NC(=O)Cn2cc(C(F)(F)F)cc(Cl)c2=O)c1	i
CN(CC(=O)NC(c1ccccc1)c1ccccc1)Cc1nc2ccccc2c(=O)[nH]1	i

Assay outcomes deposited in PubChem BioAssay by several laboratories.
